Assay outcomes as filed in PubChem BioAssay.
Nrf2 inh = Nrf2 qHTS screen for inhibitors; A549 ARE-Fluc reporter, luciferase luminescence, 18-24 h; Potency, µM (highest dose often 46 µM), for the others: top-dose activity change, negative = inhibition, most hits filed as inhibitors; 360,000 compounds, 2.1% hits; also: potency is read from the fitted curve at half-maximal effect; % is scaled to controls: 0 for no effect and ±100 for the full control effect; nearly all actives have a fitted effect of over 60% in size
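Quantitative HTS in A549 cells stably bearing an antioxidant response element-firefly luciferase construct. Inhibition of Nrf2-driven transcription was scored by luminescence after 18-24 h of compound exposure at 37 °C.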
HepG2 tox = qHTS for Inhibitors of TGF-b: Cytotox Counterscreen | HepG2 CAGA-GFP viability, ATP luminescence, 18 h | Potency, µM (series often up to 46.1 µM), without a hit: top-dose activity change, negative = cytotoxicity, most hits filed as cytotoxic | 410,000 compounds, 0.76% hits; also: potency is read from the fitted curve at half-maximal effect; some results filed as inactive show a strong effect at the top dose
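CellTiter-Glo luminescence gave cytotoxicity after 18 hours at 37 degrees C. The cells were HepG2 CAGA-GFP in 1% FBS DMEM, stimulated with 500 pg/mL TGF-beta after compound addition. %Activity was normalised to no-cell wells (complete cell-killing) and DMSO (no toxicity), and curves were fitted and classified.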
CCT modulator = High-Throughput Screening for Modulators of Cytosolic Chaperonin Activity | purified chaperonin ATPase assay, HTRF ADP detection, 30 min | activity change, % (test concentration not listed), hits read low | 360,000 compounds, 0.3% hits; in the data active = activity change below about -30%; also: % is scaled to controls: 0 for no effect and ±100 for the full control effect
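Nucleotide hydrolysis assay: TRiC at 20–40 nM final (set by batch activity) with 10 uM ATP, 30 min at 37 °C, in presence of 76 uM compound. Detection by competitive ADP HTRF, 30 min ambient.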
Abeta rescue = qHTS for compounds that reverse cellular toxicity of Amyloid beta (A-beta) peptide in yeast: Primary Screen; 410,000 compounds, 0.063% hits; Potency, µM (highest dose often 46.1 µM), for inactives: top-dose growth rescue, hits mostly activators; yeast expressing A-beta42, growth rescue, OD600, 48 h; response scale: 0% DMSO, 100% iron-clioquinol control; also: potency is read from the fitted curve at half-maximal effect; nearly all actives have a fitted effect of over 55% in size
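Yeast A-beta toxicity model in growth medium with pinned compounds, 48 h at 30 C; growth read as absorbance at 600 nm. Normalized to FeCl3/clioquinol equimolar mix (positive) and DMSO (negative).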
Nrf2 ARE act = qHTS of Nrf2 Activators; AREc32 ARE-luciferase reporter (MCF7-derived line), luminescence, 24 h; Potency, µM (titrated, usually from 46.1 µM), without a hit: top-dose activation, most hits filed as activators; 410,000 compounds, 0.31% hits; also: potency is read from the fitted curve at half-maximal effect; % of control where 0% means no effect; nearly all actives have a fitted effect of over 65% in size
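AREc32_Fluc, 1000 cells/well, OPTI-MEM + 5% FBS, o/n 37 deg C 5% CO2; 23 nL cpd by pin tool, 24 hr; Steady-Glo 30 min RT, luminescence.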
MmCpn inh = Inhibitors of TCP-1 ring complex (TRiC) of Methanococcus maripaludis (MmCpn): qHTS; 330,000 compounds, 0.031% hits; purified Mm-Cpn ATPase, ADP Transcreener TR-FRET; Chaperonin Mm-Cpn (Methanococcus maripaludis); Potency, µM (highest dose often 76.9 µM), for the others: at the top dose activity, negative = inhibition, hits mostly inhibitors; AID 504842, 2011; also: potency is read from the fitted curve at half-maximal effect; % is scaled to controls: 0 for no effect and ±100 for the full control effect; nearly all actives have a fitted effect of over 80% in size
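Measured: ADP formation by purified Mm-CPN. Conditions: 25 nM protein, 10 uM ATP, Tris pH 7.4 with Mg2+, K+ and DTT, 37°C for 30 min. Detection: Transcreener HTRF after 30 min at room temperature.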
A549 tox = Nrf2 qHTS screen for inhibitors: counterscreen for cytotoxicity; Potency, µM (titrated, usually from 46 µM), for the others: top-dose activity change, negative = cytotoxicity, hits mostly inhibitors; A549 ARE-Fluc cells, CellTiter-Fluor viability, 18-24 h; 390,000 compounds, 0.16% hits; also: potency is read from the fitted curve at half-maximal effect; % is scaled to controls: 0 for no effect and ±100 for the full control effect
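Cytotoxicity counterscreen: CellTiter-Fluor fluorescence was measured in A549 ARE_Fluc cells after 18-24 h of compound exposure in a concentration series. The subsequent BugLite luminescent read reports ARE-luciferase activity.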
TGFb SMAD3 inh = qHTS for Inhibitors of TGF-b; HepG2 CAGA-GFP TGF-b/SMAD3 reporter, GFP fluorescence, 18 h; TGF-beta stimulated, 500 pg/mL final; Potency, µM (doses to about 46.1 µM), for the others: top-dose activity, negative = inhibition, hits mostly inhibitors; 410,000 compounds, 1.2% hits; AID 588855, 2011; also: potency is read from the fitted curve at half-maximal effect; % is scaled to controls: 0 for no effect and ±100 for the full control effect; nearly all actives have a fitted effect of over 65% in size
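Smad-responsive CAGA-GFP expression was quantified in HEPG2 cells exposed to compounds and 500 pg/mL final TGF-beta for 18 h at 37 degrees C; unstimulated wells defined full inhibition.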
pAkt inh = HTS Assay for Inhibitors of Akt Phophorylation: Primary Screen; Neuro2A IGF-stimulated pAkt S473 HTRF, 20 min; stronger effect = lower value; 360,000 compounds, 0.32% hits; activity change, % for hits at 50 µM; in the data active = activity change below about -80%; inconclusive = mostly about -51% to -80%; also: % is scaled to controls: 0 for no effect and ±100 for the full control effect
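Single-point screen (50 µM final compound) in Neuro2A cells stimulated 20 min with 6 nM IGF at 37 deg C. After lysis, Ser473-phosphorylated Akt read by HTRF (ex 330 nm, em 615/665 nm) as the 665/615 ratio.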
Active calls of the source: *; i = inactive; u = inconclusive; x = not tested or not shown; [ ] = dose if it differs, or a comment. Unless noted, calls follow the shape of the dose curve; as a rule, active = well fitted curve in the direction sought with a large enough effect; inconclusive = small, poorly fitted or top-dose-only effect, or another doubt; inactive = no such curve, though single readings can be large; an effect the other way counts as inactive or inconclusive.

SMILES	Nrf2 inh	HepG2 tox	CCT modulator	Abeta rescue	Nrf2 ARE act	MmCpn inh	A549 tox	TGFb SMAD3 inh	pAkt inh
CCN(CC(=O)Nc1ccc2c(c1)OCCO2)Cc1cc(=O)n2ccsc2n1	31%	9%	-0.9	0%	0.6%	1%	-10%	2%	i
Cc1ccnc(NC(=O)c2ccc(Cl)c([N+](=O)[O-])c2)c1	2%	-4%	0.9	-15%	u	1%	5%	-13%	i
CCc1cccc(C)c1Nc1nc2ccccc2n2cnnc12	-21%	5%	0.9	-5%	-0.4%	-5%	-16%	u	i
CSC1=C(C#N)C(c2ccc(C)cc2)C2=C(CCCC2=O)N1 (stereo not given)	3%	-14%	-1.1	-22%	-0.6%	-1%	-9%	7%	i
Cc1ccc(/C=N/NC(=O)CSc2nc3ccccc3c(=O)n2-c2ccccc2C)s1	u	5%	-2.5	2%	3.8%	2%	u	1%	i
CNC(=O)c1ccsc1NC(=O)c1ccc(Cl)s1	13%	-42%	-2.5	-37%	u	-5%	-11%	-14%	i
CC(C)[C@H](NC(=O)[C@H](Cc1ccccc1)n1c(=O)[nH]c2ccccc2c1=O)C(=O)N[C@@H](Cc1ccccc1)C(=O)O	-2%	5%	-1.0	-10%	0.1%	1%	-6%	10%	i
COc1ccc(NC(=O)CSc2nnnn2C)cc1	2%	10%	-1.6	-9%	0.3%	1%	-1%	-6%	i
Cc1cccc(NC(=O)c2cc(NC(=O)C3CCCCC3C(=O)O)ccc2N2CCCCC2)c1 (stereo not given)	u	-2%	-2.6	2%	-0.3%	-2%	-14%	-10%	i
Cc1cc(O)c(/C=N/Nc2ccc(Cl)cc2)c(=O)o1	x	0%	1.4	2%[9.22 µM]	2.4%	1%	2%	14%	i
CCc1nc(SCc2cc(=O)c3cc(F)ccc3[nH]2)n[nH]1	x	-12%	x	-9%	-0.6%	x	8%	1%	x
COc1ccc(CN2C(=O)CCC2(C)c2nnnn2Cc2ccccc2)cc1OC (stereo not given)	x	x	-1.8	-7%	0.0%	x	x	x	i
COc1ccccc1-c1cnc(C(O)c2cccc(C)c2C)[nH]1 (stereo not given)	x	-7%	1.3	-9%	0.6%	x	x	-2%	i
O=C(c1ccc2nccnc2c1)N1CCCC(N2CCN(c3ccc(F)cc3)CC2)C1 (stereo not given)	8%	-2%	0.5	10%	0.2%	0%	-3%	8%	i
CCCOC(=O)c1ccc(NC(=O)c2cc(=O)[nH]c3ccccc23)cc1	8%	-11%	-0.5	0%	-0.5%	1%	-1%	1%	i
Cc1[nH]c2ccccc2c1C(c1ccccn1)c1c(C)[nH]c2ccccc12	u	0%	-1.9	-14%	2.1%	-3%	-5%	-12%	i
O=C(c1ccc(CS(=O)Cc2ccccc2Cl)o1)N1CCN(c2ccccn2)CC1 (stereo not given)	13%	-20%	0.9	8%	-0.9%	1%	0%	u	i
CCO[C@H]1OC(C(N)=O)=C[C@@H](C)[C@@H]1CCCO	1%	4%	-0.3	-1%	-1.1%	x	-3%	5%	i
CCCc1nc2ccc(C(=O)OC)cn2c1Cc1cccc(F)c1	x	-1%	-5.3	-22%	21%	x	x	u	i
COc1ccc(COC(=O)c2ccc(C)c(S(=O)(=O)N3CCOCC3)c2)cc1F	4%	11%	2.9	-9%	3.6%	2%	0%	3%	i
CC12CCC(C(=Nc3ccc(N=C4C(=O)C5(C)CCC4C5(C)C)cc3)C1=O)C2(C)C	-25%	23%	-3.6	17%	-0.5%	-2%	0%	8%	i
OCCN(Cc1ccccc1)Cc1nc(CC2CC2)no1	3%	1%	0.0	-1%	-0.4%	-1%	0%	-16%	i
O=C(CCc1nnc(Cc2cccc(C(F)(F)F)c2)o1)NCC(F)(F)F	u	15%	-0.1	11%	0.0%	0%	-6%	28%	i
Cc1nc(SCC(=O)c2cccs2)c2oc3ccccc3c2n1	-13%	-40%	0.7	-9%	13%	u	-5%	-2%	i
COc1ccc(CC(=O)Nc2ccc(F)c(S(=O)(=O)N3CCOCC3)c2)cc1	-10%	-5%	1.7	-13%	-0.5%	x	-5%	0%	i
CCOC(=O)C1CCCN(C(=O)CS(=O)(=O)Cc2ccccc2)C1 (stereo not given)	13%	-19%	-1.3	8%	-0.2%	2%	-8%	u	i
O=C(CSc1nnc(-c2cccnc2)n1Cc1ccco1)c1ccccc1	u	-36%	-1.2	13%	3.7%	0%	7%	4%	i
Cc1c(C)c2ccc(OCC(=O)N[C@@H](Cc3c[nH]c4ccccc34)C(=O)O)cc2oc1=O	5%	4%	-0.3	-7%	-1.2%	-3%	1%	13%	i
CCn1c(SCc2nc3ccccc3[nH]2)nnc1-c1ccncc1	10%	-34%	-5.3	1%	0.2%	0%	5%	0%	i
Cc1ccc(Nc2ncnc3c2nc2n3CCCC2)cc1F	u	-12%	x	-10%	3.2%	x	-1%	-20%	x
CC(=O)c1sc(NC(=O)c2ccccc2C)nc1C	29%	-19%	-2.6	8%	0.3%	-25%	1%	10%	i
CC(C)(Oc1ccc(Cl)cc1)C(=O)NCc1ccc(S(N)(=O)=O)cc1	12%	-1%	-0.1	-2%	-0.3%	-5%	2%	-2%	i
COCCCNC(=S)N1CCC(C(=O)c2ccc(Cl)cc2)CC1	u	-12%	0.0	-5%	1.9%	-1%	0%	-21%	i
CCn1c(=O)c2sccc2n2c(CCCC(=O)N3CCN(c4cc(C)ccc4C)CC3)nnc12	-18%	-5%	x	11%	-0.7%	x	10%	-18%	x
O=C(Nc1ccc(Cl)c(Cl)c1)OCCNC(=O)c1cccc(Cl)c1	u	-28%	-1.2	6%	0.9%	4%	-3%	u	i
CCc1cc(OCCN2C(=O)NC(C)(C)C2=O)ccc1Cl	u	-19%	-1.7	-2%	0.0%	2%	-14%	15%	x
NC(=O)C1=C[C@@H](c2ccc(Br)cc2)C[C@@H](OCc2ccc(CO)cc2)O1	0%	-9%	0.3	7%	1.0%	x	-1%	11%	i
COc1ccc(NC(=O)CCc2nnc3n(Cc4ccc(C)cc4)c(=O)c4ccccc4n23)cc1	-12%	-2%	x	-10%	1.7%	x	12%	-3%	x
CNS(=O)(=O)c1cn(CC(=O)N2CCN(c3cc(C)ccc3C)CC2)cc1S(=O)(=O)NC	u	6%	x	-1%	-1.1%	x	6%	0%	x
COCCCNC(=S)NNC(=O)c1ccccc1Br	-1%	11%	0.7	-12%	0.2%	0%	1%	6%	i

Taken from above.
Under HepG2 tox, COCCCNC(=S)N1CCC(C(=O)c2ccc(Cl)cc2)CC1 shows -12%
Under A549 tox, CC(=O)c1sc(NC(=O)c2ccccc2C)nc1C shows 1%
Under Nrf2 inh, CC(C)(Oc1ccc(Cl)cc1)C(=O)NCc1ccc(S(N)(=O)=O)cc1 shows 12%
Under HepG2 tox, COCCCNC(=S)NNC(=O)c1ccccc1Br shows 11%

(cont.)
SMILES	Nrf2 inh	HepG2 tox	CCT modulator	Abeta rescue	Nrf2 ARE act	MmCpn inh	A549 tox	TGFb SMAD3 inh	pAkt inh
CCOc1ccccc1NC(=O)c1oc2ccccc2c1NC(=O)C1CC1	1%	-6%	1.2	1%	0.7%	-5%	0%	1%	i
Cc1cc(=O)n(Cc2ccccc2)c(O)c1C#N	-9%	17%	-0.9	21%	-0.4%	-1%	4%	11%	i
CC(NC(=O)c1cccc(S(=O)(=O)N2CCN(C)CC2)c1)c1ccc(Cl)cc1Cl (stereo not given)	-50%	1%	-2.0	18%	3.2%	0%	-11%	-2%	i
COc1ccc(C(O)P(=O)(OCCC(C)C)c2ccc(N(C)C)cc2)cc1OC (stereo not given)	2%	10%	0.1	5%	0.2%	0%	2%	-5%	i
CCOC(=O)c1sc2c(c1C)c(=O)n(Cc1ccccc1)c(=O)n2CCN(C)C	-6%	-12%	-0.8	-10%	1.0%	2%	7%	0%	i
O=C(N/N=C/c1cc(Cl)ccc1O)c1cccnc1	-1%	-22%	-1.1	-12%	0.2%	-2%	7%	-2%	i
O=C(NC1CCCCC1)c1sc(=S)n2c1[nH]c(=O)c1ccccc12	u	-41%	3.9	0%	-0.3%	-2%	u	u	i
Cc1ccc(C)c(N(CC(=O)NCCC2=CCCCC2)S(C)(=O)=O)c1	x	-22%	1.8	20%	-0.9%	-2%	0%	-10%	i
O=C1NC(=O)C(=Cc2ccc(Cl)c(Cl)c2)S1	-6%	-11%	-1.0	-66%[inhibitor]	8.2%	x	-9%	-14%	i
COc1ccc(S(=O)(=O)N2CCOC2CNC(=O)C(=O)NCCN(C)C)cc1 (stereo not given)	u	-3%	-0.9	5%	-0.3%	3%	-3%	-14%	i
COc1ccc(N2CCN(c3oc(Cc4ccccc4)nc3C#N)CC2)cc1	u	-11%	-5.0	6%	0.0%	1%	-19%	14%	i
CNC(=S)N(Cc1ccc(OC)cc1)Cc1cc2ccc(C)cc2[nH]c1=O	-1%	-4%	-2.7	-12%	0.1%	-1%	3%	17%	i

Results in TGFb SMAD3 inh, for 2 of the compounds above:
compound,TGFb SMAD3 inh
COCCCNC(=S)NNC(=O)c1ccccc1Br,6%
Cc1ccc(C)c(N(CC(=O)NCCC2=CCCCC2)S(C)(=O)=O)c1,-10%
